IMP-1 inh: IMP-1 metallo-beta-lactamase inhibitors, primary screen, biochemical, epi-absorbance readout, Pseudomonas aeruginosa enzyme | purified IMP-1, nitrocefin hydrolysis, epi-absorbance fluorescence | inhibition, % at 5.6 µM | 0.45% of 290,000 active;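 active = inhibition above the mean plus 3 SD of all compounds in the same screening run, cut at about 4.5% in these data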;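 note: 0% = IMP-1 with DMSO and 100% = DMSO wells lacking enzyme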
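system = purified recombinant IMP-1 beta-lactamase | amount = 0.2 nM IMP-1, as dispensed | medium = HEPES buffer pH 7.1 with ZnSO4 and Brij 35 | times = 25 °C, 15 min preincubation, 25 min reaction | detection = plate fluorescence quenching by hydrolysis product, ex 480/em 530 nm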
pCIP destab: p/CIP-EGFP fusion destabilizers, primary screen, fluorescence, F442A cells; Q05BA5; 16 h; decrease of EGFP signal, % at 10 µM; 0.01% of 290,000 active;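 active = EGFP signal decrease of at least 30% at 10 µM or well 3 SD below plate mean, unless failing retest; inactive = the rest, including hits failing retest or dose response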; note: some compounds called inactive have numbers as strong as hits; many of its hits are not listed in these tables
PHOSPHO1 inh: PubChem AID 1565; inhibition, % at 13.3 µM; recombinant PHOSPHO1, absorbance phosphatase assay; 1.1% of 290,000 active; in the data active = inhibition above about 60%
Target sequence (Q8TCT1 whole entry, looked up): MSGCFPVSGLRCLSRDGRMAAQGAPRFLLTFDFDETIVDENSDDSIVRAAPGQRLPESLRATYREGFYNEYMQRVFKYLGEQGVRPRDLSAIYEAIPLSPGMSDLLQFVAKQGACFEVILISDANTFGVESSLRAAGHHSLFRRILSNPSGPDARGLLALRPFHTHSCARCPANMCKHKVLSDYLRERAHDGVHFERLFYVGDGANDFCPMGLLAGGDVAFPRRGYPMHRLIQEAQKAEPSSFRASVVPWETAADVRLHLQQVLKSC
GPR7 antagonist: GPR7 receptor antagonists, primary screen, cell-based, fluorescence, single concentration; Neuropeptides B/W receptor type 1 (Homo sapiens), P48145; GPR7-expressing cells, fluorescence antagonist assay; inhibition, % at 4.4 µM; 1.1% of 290,000 active; in the data active = inhibition above about 16%, passing the limit was not always enough;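 note: cells stimulated with the agonist NPW; 0% = agonist with vehicle and 100% = vehicle without agonist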
Target sequence (P48145 whole entry, looked up): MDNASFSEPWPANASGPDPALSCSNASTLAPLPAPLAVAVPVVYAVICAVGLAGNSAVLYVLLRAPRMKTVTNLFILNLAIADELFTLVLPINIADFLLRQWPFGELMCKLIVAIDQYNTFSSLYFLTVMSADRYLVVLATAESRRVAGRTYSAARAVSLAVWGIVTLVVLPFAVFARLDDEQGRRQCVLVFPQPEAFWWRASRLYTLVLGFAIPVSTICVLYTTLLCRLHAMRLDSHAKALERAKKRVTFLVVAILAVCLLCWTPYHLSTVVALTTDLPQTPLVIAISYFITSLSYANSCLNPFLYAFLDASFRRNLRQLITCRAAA
IDE cell inh: human IDE inhibitors in live cells, primary screen, fluorescence polarization, HEK cells, FAbetaB substrate; FAbetaB cleavage; inhibition, % at 5.59 µM; 0.41% of 320,000 active; Insulin-degrading enzyme (Homo sapiens), P14735;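 active = percent inhibition above the average of all tested compounds plus 3 SD, set per screening campaign, cut at about 16% in these data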;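 note: IDE supplied by intact live HEK cells; FP after avidin binding of uncleaved biotin substrate so inhibition keeps polarization high; 0% = DMSO wells and 100% = 60 µM reference IDE inhibitor Ii1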
M18AAP inhibitor: PfM18AAP inhibitors, malaria aminopeptidase, primary screen, biochemical, QFRET, recombinant enzyme; inhibition, % at 7.35 µM; AID 1822, 2009; H-Glu-NHMec fluorogenic cleavage; 1.2% of 290,000 active; M18 aspartyl aminopeptidase (Plasmodium falciparum 3D7);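 active = inhibition above the campaign mean inhibition over all tested compounds plus 3 SD, cut at about 28% in these data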;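 note: 0% = plate median of test compound wells and 100% = 2 mM ZnCl2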
NALP1 yeast inh: NALP1 inflammasome inhibitors in reconstituted yeast, colorimetric, S. cerevisiae, triplicate retest; S. cerevisiae NALP1/ASC/caspase-1 growth, X-gal OD620, 72 h; inhibition, % at 10 µM; 0.61% of 280,000 active; AID 2071, 2009; in the data active = inhibition mostly above about 24%, no sharp cut-off; inactive = mostly below about 32%; note: some compounds called inactive have numbers as strong as hits
VIM-2 inhibitor: VIM-2 metallo-beta-lactamase inhibitors, primary screen, biochemical, epi-absorbance readout, Pseudomonas aeruginosa enzyme; purified VIM-2, nitrocefin hydrolysis, epi-absorbance fluorescence; inhibition, % at 5.6 µM; 0.89% of 290,000 active;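 active = inhibition above the mean of all tested compounds plus 3 SD, cutoff set per screening run, cut at about 7.5% in these data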;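 note: red hydrolysis product quenches plate fluorescence so inhibitors raise well fluorescence; 0% = enzyme with DMSO and 100% = DMSO without enzyme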
IDE cell activ: human IDE activators in live cells, primary screen, fluorescence polarization, HEK cells, FAbeta-B substrate | 0.073% of 340,000 active | Insulin-degrading enzyme (Homo sapiens), P14735 | activation, % at 5.96 µM | FAbeta-B cleavage; 0% vehicle, 100% cell-free pure enzyme wells;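 active = activation above the mean of all tested compounds plus 3 SD, set per screening campaign, cut at about 17% in these data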
* = called active by the depositor; x = not tested or not shown.

A first look, 5 compounds:
Each structure is followed by: IMP-1 inh | pCIP destab | PHOSPHO1 inh | GPR7 antagonist | IDE cell inh | M18AAP inhibitor | NALP1 yeast inh | VIM-2 inhibitor | IDE cell activ
CC(=O)c1ccc(OCC(=O)N2CCCC(Nc3ccc(C)c(C)c3)C2)cc1 (stereo unspecified)
→ -3.4 | -10 | 20 | -5 | 10 | 26 | -5 | -1.8 | 4
Cc1ccc(NC(=O)CN(C)C(=O)COc2cccc3cccnc23)cc1
→ -1.2 | 1 | -2 | -1 | -7 | -4 | 64* | -2.8 | 2
COc1cc(C(=O)OC(C)CN2C(C)CCCC2C)cc(OC)c1OC (stereo unspecified)
→ -2.4 | -6 | 36 | -3 | -10 | 6 | -7 | -1.0 | 3
CCOc1cc(C(=O)NC(=S)Nn2cnnc2)cc(OCC)c1OCC
→ -3.7 | -2 | 24 | -12 | -7 | 75* | 15 | -0.9 | 5
COCC(=O)Nc1ccc(S(=O)(=O)N2CCCC2)cc1
→ -1.8 | 10 | 2 | -3 | 7 | -3 | 24 | -3.3 | 1

The whole of this part, repeating the preview:
Each structure is followed by: IMP-1 inh | pCIP destab | PHOSPHO1 inh | GPR7 antagonist | IDE cell inh | M18AAP inhibitor | NALP1 yeast inh | VIM-2 inhibitor | IDE cell activ
CC(=O)c1ccc(OCC(=O)N2CCCC(Nc3ccc(C)c(C)c3)C2)cc1 (stereo unspecified)
→ -3.4 | -10 | 20 | -5 | 10 | 26 | -5 | -1.8 | 4
Cc1ccc(NC(=O)CN(C)C(=O)COc2cccc3cccnc23)cc1
→ -1.2 | 1 | -2 | -1 | -7 | -4 | 64* | -2.8 | 2
COc1cc(C(=O)OC(C)CN2C(C)CCCC2C)cc(OC)c1OC (stereo unspecified)
→ -2.4 | -6 | 36 | -3 | -10 | 6 | -7 | -1.0 | 3
CCOc1cc(C(=O)NC(=S)Nn2cnnc2)cc(OCC)c1OCC
→ -3.7 | -2 | 24 | -12 | -7 | 75* | 15 | -0.9 | 5
COCC(=O)Nc1ccc(S(=O)(=O)N2CCCC2)cc1
→ -1.8 | 10 | 2 | -3 | 7 | -3 | 24 | -3.3 | 1
CC(C)(C)NC(=O)C(c1cccs1)N(C(=O)c1csnn1)c1cccc(F)c1 (stereo unspecified)
→ -4.2 | 4 | 24 | 10 | -1 | -4 | 3 | -1.1 | -3
Clc1ncc(CN2CCN(c3ccccc3)CC2)s1
→ -1.4 | -3 | 56 | 6 | 2 | 2 | -1 | -0.8 | 6
COc1ccc(C(=O)NCc2nnc(SCC(=O)Nc3ccccc3F)o2)cc1
→ -0.7 | -5 | -3 | -3 | 0 | -4 | 4 | -1.6 | -2
CCCCN(C)C(=O)c1cn(CC)c2ccc(S(=O)(=O)N(C)C)cc2c1=O
→ -1.6 | -3 | 7 | -6 | 1 | -1 | -7 | -3.5 | 4
O=[N+]([O-])c1cc(-c2ccc(/C=N\n3cnnc3)o2)cc([N+](=O)[O-])c1
→ -2.3 | 0 | 11 | -11 | 5 | 25 | 3 | 54* | 3
Cc1cc(C)n2nc(C(=O)Nc3ccc4c(c3)OCO4)nc2n1
→ -1.9 | -13 | -11 | -1 | 2 | 5 | -8 | -1.0 | 3
COc1ccc(OCC(=O)NNC(=O)C(=O)Nc2ccc(C)cc2)cc1
→ -3.5 | -17 | -27 | 0 | 8 | -13 | 9 | -0.8 | 4
Cc1ccc2occ(C(c3nnnn3C3CCCC3)N3CCN(C(=O)c4ccco4)CC3)c(=O)c2c1 (stereo unspecified)
→ -3.1 | 3 | -9 | 22 | -2 | 2 | 13 | 0.4 | 3
C/C(=N\Nc1ccc(Cl)c(C(=O)O)c1)c1ccc(N2CCOCC2)cc1
→ 0.3 | -8 | 17 | 3 | -4 | 18 | 10 | 2.8 | 5
COc1ccc(S(=O)(=O)Nc2c(C)ccc3nsnc23)cc1OC
→ -3.0 | -8 | -8 | -3 | 1 | -2 | 17 | -5.0 | 5
Cc1ccc(CNC(=O)Cn2c(=O)oc3ccccc32)o1
→ -0.5 | -6 | 15 | 3 | -1 | -5 | 6 | 0.9 | 3
CCCCCn1nc(C(=O)OCC(=O)c2c(N)n(C)c(=O)n(C)c2=O)c2ccccc2c1=O
→ 0.6 | -6 | 12 | 15 | 9 | -4 | 6 | 4.5 | 2
COc1ccc(-n2c(SCC(=O)NCC3CCCO3)nc3c(c2=O)SCC3)cc1 (stereo unspecified)
→ -1.3 | 0 | 3 | -2 | 2 | -2 | 9 | -1.7 | 3
CSCC[C@H](NC(=O)Nc1ccccc1C)C(=O)O
→ -4.4 | 0 | -3 | -11 | -3 | 3 | -7 | -1.5 | 10
COc1cc(OC)c(C2C(C(=O)Nc3ccc(C)cc3C)=C(C)Nc3ncnn32)cc1OC (stereo unspecified)
→ -3.2 | -13 | 37 | -12 | 4 | 8 | 13 | -0.5 | 0

Entries above containing a COOH group (2):
Each structure is followed by: IMP-1 inh | pCIP destab | PHOSPHO1 inh | GPR7 antagonist | IDE cell inh | M18AAP inhibitor | NALP1 yeast inh | VIM-2 inhibitor | IDE cell activ
C/C(=N\Nc1ccc(Cl)c(C(=O)O)c1)c1ccc(N2CCOCC2)cc1
→ 0.3 | -8 | 17 | 3 | -4 | 18 | 10 | 2.8 | 5
CSCC[C@H](NC(=O)Nc1ccccc1C)C(=O)O
→ -4.4 | 0 | -3 | -11 | -3 | 3 | -7 | -1.5 | 10

Continuation.
Each structure is followed by: IMP-1 inh | pCIP destab | PHOSPHO1 inh | GPR7 antagonist | IDE cell inh | M18AAP inhibitor | NALP1 yeast inh | VIM-2 inhibitor | IDE cell activ
Cc1ccc(NC(=O)C(OC(=O)c2cnc(C)cn2)c2ccccc2)c([N+](=O)[O-])c1 (stereo unspecified)
→ -3.4 | -7 | 48 | -15 | 5 | -1 | 7 | -4.5 | -2
O=c1[nH]c(NNC(=S)NC2CCCCC2)nc2c1C1(CCCC1)Cc1ccccc1-2
→ -4.5 | 7 | -12 | -7 | 4 | 18 | x | -5.8 | -4
COc1ccc(/C=C2\CCc3c2nc2ccccc2c3C(=O)O)cc1OC
→ 1.9 | -12 | 25 | -2 | -5 | 22 | -16 | -0.8 | -4
CC(=O)Nc1ccc(NC(=O)CSc2nc(C)nc3sc(C)c(C)c23)cc1
→ -1.5 | -4 | 4 | -4 | 9 | -5 | -14 | -0.4 | -3
CCOC(=O)c1c(NC(=O)CSc2nc3ccccc3c(=O)n2-c2ccc(F)cc2)sc(C(C)=O)c1C
→ 0.8 | -11 | 1 | 3 | -5 | -5 | 16 | -2.3 | 3
CO/N=C/NC(=O)NOCc1ccc(Cl)cc1Cl
→ -4.1 | 10 | 10 | 0 | 0 | -8 | -9 | -3.9 | 1
Cc1ccccc1OCC(=O)Nc1ccccc1N1CCC(C)CC1
→ -1.5 | -9 | 28 | -15 | -1 | -1 | 8 | -1.0 | 9
COc1ccc(CNC(=O)CN(C(=O)c2snc(C(N)=O)c2N)c2ccc(F)cc2)cc1
→ -1.8 | -8 | 35 | 4 | -13 | -3 | 11 | -2.3 | -2
CC(C)c1ccc(C(C)NC(=O)C2CCCC2)cc1 (stereo unspecified)
→ -1.9 | -8 | 52 | -14 | 5 | 6 | 7 | -2.5 | 1
CCn1c(=O)n(CC(=O)NCc2ccco2)c(=O)c2ccccc21
→ -1.1 | -3 | 23 | -11 | -1 | 8 | 10 | -3.4 | 7
Cc1ccc(N2CCN(S(=O)(=O)N3CCCCCC3)CC2)cc1Cl
→ -5.9 | 0 | 15 | -7 | -1 | 3 | -8 | -3.2 | -3
CC(=O)c1ccccc1OC(=O)CCN1C(=O)c2ccccc2C1=O
→ -0.1 | -10 | 2 | -2 | -2 | -4 | 8 | -0.5 | 4
Cc1ccc(NC(=O)NNC(=O)c2ccccc2)cc1
→ -3.7 | -10 | 15 | -5 | 0 | 16 | 3 | -1.5 | 2
Cc1cc2c(NC(=O)Nc3ccc(F)cc3)cccc2nn1
→ -3.3 | -37 | 47 | -18 | 11 | 16 | 10 | -2.3 | 2
CN(C)C(=O)c1sccc1Oc1ccc(F)cc1[N+](=O)[O-]
→ -1.8 | 0 | 36 | -7 | -5 | -2 | -8 | 0.6 | 3
O=c1c2ccccc2cnn1-c1ccc(Cl)cc1
→ -1.8 | -1 | 7 | -3 | -2 | -3 | 1 | -2.4 | 5
COc1ccccc1CNC(=O)CCCC(=O)n1ncc2cc(C)ccc21
→ -2.7 | 20 | 18 | -6 | 1 | -1 | 2 | -1.8 | -3
Cc1cccc(C(=O)/C=C2/c3ccccc3CC(C)(C)N2C)c1
→ -2.8 | -4 | -6 | -8 | -2 | 2 | 35 | -1.2 | -1
COc1cc(C(=O)O)c2ccccc2n1
→ -1.6 | 8 | -3 | -6 | 3 | 1 | -2 | 0.4 | 1
Nc1c(C(=O)Nc2cccc(F)c2)nnn1-c1cccc(C(F)(F)F)c1
→ 0.8 | 0 | 21 | -14 | -10 | -17 | 4 | 0.0 | 3
COc1ccc2nc(N3C(=O)CC(Cc4ccc(Cl)cc4)C3=O)sc2c1 (stereo unspecified)
→ -0.4 | -10 | 46 | -13 | 8 | 2 | 16 | -2.0 | -4
COc1ccc(C2CC(=O)c3cnc(NC(=O)c4ccccc4)nc3C2)c(OC)c1 (stereo unspecified)
→ -1.5 | -4 | -6 | -3 | 2 | -8 | 7 | -1.7 | 3
Cc1occc1C(=O)Nc1sc2c(c1C(N)=O)CCCCC2
→ -2.6 | -10 | 16 | -2 | 0 | 29* | 15 | -1.5 | 5
Cc1ccc(N2C(=NC(=O)c3ccccc3)SC3CS(=O)(=O)CC32)cc1 (stereo unspecified)
→ -1.7 | -11 | -24 | -18 | -6 | 2 | 19 | -4.4 | 4
CCn1ncc(Cl)c1C(=O)Nc1ccc2c(c1)CCC2
→ -1.9 | 0 | 26 | -19 | 4 | -1 | 3 | -3.3 | 2
COc1ccccc1OCC(=O)NCC(c1cccs1)N1CCOCC1 (stereo unspecified)
→ -0.7 | -6 | 24 | -11 | -2 | -8 | 21 | -0.6 | 7
Cc1ccc(S(=O)(=O)/N=C(/Sc2ccccc2C(=O)O)c2ccccc2)cc1
→ -1.6 | 11 | -52 | -6 | 6 | -2 | 9 | 5.5 | 1
COc1ccccc1CNc1nc(-c2cc(C)n(C)c2C)cs1
→ -0.8 | -4 | -43 | -17 | x | 3 | 8 | -2.2 | 3
CCCCNC(=NCc1cccc(C(F)(F)F)c1)Nc1ccccc1
→ -3.2 | -4 | 40 | 44* | 7 | 1 | -12 | -1.0 | 6

Just NALP1 yeast inh (four entries from above):
| molecule | NALP1 yeast inh |
| --- | --- |
| CN(C)C(=O)c1sccc1Oc1ccc(F)cc1[N+](=O)[O-] | -8 |
| O=c1c2ccccc2cnn1-c1ccc(Cl)cc1 | 1 |
| COc1ccccc1CNC(=O)CCCC(=O)n1ncc2cc(C)ccc21 | 2 |
| Cc1cccc(C(=O)/C=C2/c3ccccc3CC(C)(C)N2C)c1 | 35 |

Screens (PubChem BioAssay)
